All columns: NCI-60 one-dose screen, growth in % after 48 h at 10 µM unless noted; 100 = growth as untreated, 0 = no growth, -100 = all killed.
HL-60(TB) – HL-60(TB) leukemia cells; actives 9% (n = 78,000); AID 1794776; active = growth percent below 10
Active calls of the source: *; & = joins results of further samples; [ ] = dose if it differs, or a comment. Not all compounds are listed; count on the stated rates, not on these rows.

SMILES	HL-60(TB)
CCOC(=O)c1ccc(Nc2ccnc(SCC(=O)c3ccc(Cl)cc3)n2)cc1	104.8
Cc1ccc(S(=O)(=O)/C(=N\O)C(=O)c2ccc(-c3ccccc3)cc2)cc1	79.9
O=C1Nc2ccccc2/C1=N/N=C/c1ccsc1	99.4
NC(=S)N1N=C(c2cc3ccccc3oc2=O)CC1c1cn(-c2ccccc2)nc1-c1ccccc1 (stereo not drawn)	103.2
COc1ccc2c(c1)c1c(C)c3cnccc3c(C)c1n2C(C)C	40.0
Cc1cc(C)c(C(=O)OC(C)CNC2CCCCC2)c(C)c1 (stereo not drawn)	87.5
ClC(Cl)c1nc(-c2ccccc2)n2nc(-c3ccccc3)cc2n1	-7.0*
CCCCCCCCC(CO)NCCc1ccccc1 (stereo not drawn)	70.1
CNC(=O)c1ccc2n1[C@H](C)c1ccccc1-2	93.6
CCCCn1c(Cc2ccc(Cl)cc2)nc2cc(OC)c(OC)cc2c1=O	53.7
O=C1C2C(C(=O)N1c1ccc([N+](=O)[O-])cc1)C1c3ccccc3C2C2CCCCN21 (stereo not drawn)	101.7
C/C(Cc1ccccc1)=N/Nc1ccc([N+](=O)[O-])cc1[N+](=O)[O-]	100.8
CO[C@H]1CO[C@H]2[C@@H]1OC[C@H]2O	105.9
CC(C)(C)NC(=O)C(c1ccccc1)N(Cc1ccco1)C(=O)CNC(=O)OC(C)(C)C (stereo not drawn)	114.7
CC[N+](C)(CC)CCOC(C)=O	100.8
CNc1ncc(-c2ccc(C(F)(F)F)cc2)c(NC2CCCCCC2)n1	57.0
O=C(Cc1c[nH]c2ccccc12)N=Nc1c(O)[nH]c2ccc(F)cc12	102.0
C=C[C@@H](O)C#CC#CC/C=C\CCCCCCC	96.1
COc1ccc(NC(=O)/C=C/c2ccc(Cl)c(Cl)c2)cn1	61.5
IP(CCCCCCCCCCSc1n(Cc2ccc3ccccc3c2)c(-c2ccccc2)c(-c2ccccc2)[n+]1Cc1ccc2ccccc2c1)(c1ccccc1)(c1ccccc1)c1ccccc1	-62.5*
Cc1ccc(-c2noc(-c3ccc4c(c3)OCCO4)n2)cc1	92.7
CCCCC1=c2c([nH]c3ccc(OC)cc23)=NC2C=CC=NC12 (stereo not drawn)	80.5
C=C1c2c(C)nn(-c3ccccc3)c2N(C)C23C[C@@H]1C1(C)c4c(C)nn(-c5ccccc5)c4N(C)C(C)(C[C@H]12)C3 (stereo partly drawn)	21.5
Cc1ccc(S(=O)(=O)n2nc(NS(=O)(=O)c3cc(C)c(Cl)cc3SCc3ccccc3)[nH]c2=O)cc1	72.3
CCOC(=O)c1csc(NC(=O)CSc2nc3sc4c(c3c(=O)n2-c2ccc(Cl)cc2)CCCC4)n1	92.1
CN1CCN(C(=O)c2ccc(NC(=O)c3cc4c(nn3)NCCN4Cc3cc(Cl)ccc3Cl)cc2)CC1	43.0
CC(=O)OC(OC(C)=O)C1CCCO1 (stereo not drawn)	147.0
CS(=O)(=O)c1ccc(C(=O)N2N=C(c3ccccc3)CC2c2ccc(F)cc2)cc1 (stereo not drawn)	53.8
CCCCCCCCC(=O)Nc1ccc(O)cc1	61.5
Brc1ccc(-c2cnc3sc4ccccc4n23)cc1	100.9
CCCCOC(=O)N1CCCCC1	57.4
COC(=O)CC[C@@H](C)[C@H]1CC[C@H]2[C@@H]3CC[C@@H]4C[C@H](O)CC[C@]4(C)C3=CC(=O)[C@]12C	88.3
CCCC1OCC=CCO1	99.6
COc1cc(NC(C)CCCN2C(=O)c3ccccc3C2=O)c2ncccc2c1OC (stereo not drawn)	-96.9*
Cn1c(=O)c(C#N)c(-c2ccccc2)n2c(=S)n(CN3CCCCC3)nc12	97.9
COc1ccc(-c2cc(-c3nnc(SCC(=O)Nc4ccc(C(C)=O)cc4)o3)c3cc(OC)ccc3n2)cc1	84.8
COc1ccc(C2N(c3ccccc3)N=C(C(C)=O)N2[C@@H]2[C@@H](OC(C)=O)O[C@@H](COC(C)=O)[C@H](OC(C)=O)[C@H]2OC(C)=O)cc1 (stereo partly drawn)	81.8
Cc1nn(-c2ccccc2[N+](=O)[O-])c(C)c1N=Nc1ccc(Br)cc1	47.3
Cc1nn(C)c2c1NC(=O)CS2	91.5
COC(=O)c1nnn(-c2cc(Cl)ccc2Cl)c1N	66.8
Cc1cc(N)n(-c2nc3ccccc3[nH]2)n1	100.6
O=C(CF)NC(Cc1ccccc1)C(=O)O (stereo not drawn)	104.8&124.0
O=c1[nH]c(O)c(/C=C2/C=Nc3ccccc32)[nH]1	35.4
C[C@]12CC[C@@H]3c4ccc(OS(=O)(=O)O)cc4CC[C@H]3[C@@H]1CC[C@@H]2NS(=O)(=O)c1cccc(Br)c1	37.2
COc1cccc2c1C(=O)c1c(O)c3c(c(O)c1C2=O)C[C@@](O)(C(=O)CO)C[C@@H]3OC1CC(OC(C)=O)C(OC(C)=O)C(C)O1 (stereo partly drawn)	-40.0*
CCN(CC)CCCC(C)NCC(=O)NC(c1ccc2c(c1)OCO2)c1cc(Cl)c2cccnc2c1O (stereo not drawn)	7.3*
Cc1nc2cc(Nc3nc(NCCO)nc(Nc4ccc(F)cc4)n3)ccc2n1Cc1ccccc1	-26.8*
COC(=O)CC1CC1CCn1c(-c2ccc(F)cc2)c(-c2ccccc2)c(C(=O)Nc2ccccc2)c1C(C)C (stereo not drawn)	65.8
CC(C)(C)c1ccc2oc(=O)cc(Cn3cc(CSc4nc5cc(Cl)ccc5o4)nn3)c2c1	110.1
O=C(O)Cn1c(O)c(C=C2N=c3ccccc3=N2)sc1=S	99.6
C[C@]12CCc3nc(Nc4ccccc4)sc3C1=CC[C@@H]1[C@@H]2CC[C@]2(C)/C(=N/NC(N)=S)CC[C@@H]12	49.0
COc1ccc(C(=NNS(=O)(=O)c2ccc(C)cc2)c2ccccc2)cc1OC	96.9
CC(C)C(=O)Nc1nc2c(s1)CCCc1ccn(S(=O)(=O)c3ccccc3)c1-2	83.8
CCOc1ccccc1/C=N\Nc1ccc([N+](=O)[O-])cn1	71.6
C#CCOC1CCCCC1O (stereo not drawn)	108.1
OCCN1CCN(CC2NCCCC2O)CC1 (stereo not drawn)	93.7
Cn1cc(-c2csc(-c3c[nH]c4ccc(F)cc34)n2)c2ccnc(Cl)c21	72.0
O=C1Nc2ccc(Cl)cc2C12Oc1ccccc1C1CC(c3ccc(F)cc3)=NN12 (stereo not drawn)	99.6
COc1ccc(-c2nnc3c(/C=C/c4ccccc4O)nc4ccccc4n23)cc1	60.5
CCN(CC)CCCCCNc1cc(OC)cc2c(C)ccnc12	91.6
New compounds follow.
SMILES	HL-60(TB)
CC(C)CC(CC(C)C)NCC(C)OC(=O)c1ccc([N+](=O)[O-])cc1 (stereo not drawn)	94.0
Oc1cc(O)c2c(=S)cc(-c3ccc(Cl)cc3)oc2c1	37.6
Cc1nn(-c2ccccc2)c(Oc2ccc(Cl)cc2)c1/C=N\N=c1/sc2ccccc2n1C	78.0
COc1ccc(/C=C2\Oc3cc(O)ccc3C2=O)cc1OC	69.3
CCCCCCCCCCCCNCCCc1ccccc1	32.3
CCOC(=O)CCCn1c(-c2c(O)c(O)cc3c(O)c(-c4c(C)cc5c(-c6nc7ccccc7n6CCCC(=O)OCC)c(O)c(O)cc5c4O)c(C)cc23)nc2ccccc21	102.6
O=C1C=CC2(NN=C(c3ccccc3)N2c2cccc(Cl)c2)C(Cl)=C1 (stereo not drawn)	33.0
N#C/C(=C\c1cccc(F)c1)C(=O)c1ccccc1	98.6
CC(=O)NS(=O)(=O)c1ccc(NC(=O)c2ccccc2C(=O)O)cc1	110.3&99.4&90.7
CCCC(=O)NC(c1cccnc1)c1ccc2cccnc2c1O (stereo not drawn)	53.9
OC(Cc1ccnc2ccccc12)C(Cl)(Cl)Cl (stereo not drawn)	109.3
CN(CCCl)c1ccc(/C=C/C2=[N+](C)c3ccccc3C2(C)C)cc1	-29.5*
CCCCNCCc1cccnc1	85.3
Clc1cccc2cnccc12	89.4
COc1cc(CCN=Cc2cccc(OC)c2O)c([N+](=O)[O-])cc1OC	104.6

Of the compounds above, these contain a COOH group:
SMILES	HL-60(TB)
O=C(CF)NC(Cc1ccccc1)C(=O)O (stereo not drawn)	104.8&124.0
O=C(O)Cn1c(O)c(C=C2N=c3ccccc3=N2)sc1=S	99.6
CC(=O)NS(=O)(=O)c1ccc(NC(=O)c2ccccc2C(=O)O)cc1	110.3&99.4&90.7

The listing continues:
SMILES	HL-60(TB)
CCOc1cc(C2C(Cl)C(=O)N2n2cnnc2)ccc1O (stereo not drawn)	100.5
COc1ccc(NC(=O)c2cc(OC)c3c(c2)OCO3)cc1	88.5
CNC(c1ccccc1)C(O)c1ccccc1 (stereo not drawn)	104.0
Cc1c(Cl)cccc1S(=O)(=O)Nc1nc2c(s1)CN(Cc1ccccc1)CC2	107.3
NS(=O)(=O)c1ccc2ccccc2c1	97.8
C[C@H]1CCC/C=C/[C@@H]2C[C@H](O)[C@H](O)[C@H]2[C@H](O)/C=C/C(=O)O1	88.8
CCN(CC)c1ccc2nc3c4ccccc4c(=O)cc-3n(-c3ccccc3)c2c1	-26.7*
COc1ccc(N=Nc2ccccc2)cc1	71.2
C#CC[C@@H]1C[C@]2(C)[C@H]3CC[C@@H]4[C@H]5C(C(=C)C)CC[C@]5(C(=O)NCCCN5CCN(CCCN)CC5)CC[C@@]4(C)[C@]3(C)CC[C@H]2C(C)(C)[C@H]1OC(C)=O (stereo partly drawn)	-51.6*
COc1ccc(-c2[nH]c3ccc(OC)cc3c2C=C(C#N)C#N)cc1	-43.1*
COc1ccccc1C(=O)O/N=C(\N)Cc1cccc2ccccc12	96.3
O=COCCCc1ccccc1	106.0
CCCOC(=O)C1CCCCC1C(=O)OCCC (stereo not drawn)	111.2
C[C@H](Oc1cc(Cl)c(Cl)cc1Cl)C(=O)O	104.2
Nc1ncc(-c2ccc(NS(=O)(=O)C3CC3)cc2)[nH]1	104.1
C/C=C\C1(/C=C/C)C(=O)OC(=O)C1(/C=C/C)/C=C/C (stereo not drawn)	120.3
Cn1c(=O)c2c(nc(CCc3nc4c(c(=O)n(C)c(=O)n4C)n3C)n2C)n(C)c1=O	110.6
O=C(CC(=O)c1ccc([N+](=O)[O-])cc1)c1ccccc1	60.8
O=C(/C=C/c1cn(Cc2ccc(Cl)cc2)c2ccccc12)c1ccc(F)cc1	70.7
CCCCNc1cc(=O)[nH]c(N)n1	97.0
O=C(CSc1nnc(-c2ccc(NC(=O)c3cccnc3)cc2)o1)N[C@@H](Cc1ccc(O)cc1)C(=O)O	99.4
COc1ccc(C(=O)C[n+]2cccc(C)c2)cc1	101.5
COc1ccc(C(=O)C(C(c2ccccc2)N2CCOCC2)N2CCOCC2)cc1 (stereo not drawn)	66.5
OC1CCCc2ccccc21 (stereo not drawn)	98.4
O=S(Cc1ccccc1)/C(=C/NC(=S)Nc1ccccc1)c1ccccc1 (stereo not drawn)	106.2
CN(C)c1ccc(/C=C(\C#N)c2nc(N)nc(Nc3ccc(S(N)(=O)=O)cc3)n2)cc1	64.2
COc1cc(-c2cc(-c3nc4ccccc4[nH]3)[nH]n2)cc(OC)c1OC	-22.9*
CCCCNC1=C(OCC)C(=O)c2ccccc2C1=O	100.9
CC(/C=C/c1ccccc1)=N\N	88.8
COc1ccc2c(c1)CCNC21C(=O)Nc2c(Br)cc(Br)cc21 (stereo not drawn)	117.3

As entered above:
COc1cc(-c2cc(-c3nc4ccccc4[nH]3)[nH]n2)cc(OC)c1OC @ HL-60(TB) = -22.9*
OC1CCCc2ccccc21 (stereo not drawn) @ HL-60(TB) = 98.4

The main list resumes, repeating the three entries before the break.
SMILES	HL-60(TB)
CCCCNC1=C(OCC)C(=O)c2ccccc2C1=O	100.9
CC(/C=C/c1ccccc1)=N\N	88.8
COc1ccc2c(c1)CCNC21C(=O)Nc2c(Br)cc(Br)cc21 (stereo not drawn)	117.3
CCCCNC(=O)CCCNc1ncnc2c1ncn2-c1ccccc1	89.2
CCC(=O)C(c1ccccn1)C(C)C (stereo not drawn)	96.4
Cc1cccc(C)c1N1CCN(CC(O)COc2ccc3c(C)cc(=O)oc3c2)CC1 (stereo not drawn)	36.0
OC1(c2ccccc2)C(c2ccccc2)=C(c2ccccc2)c2ccccc21 (stereo not drawn)	87.5
COc1nc2c(c(=O)n1C)CN(c1ccccc1)C(=O)CN2C	93.0[100 µM]
CNC1CCc2cc3c(cc2C1)OCO3 (stereo not drawn)	111.3
NCCCN1CCN(CCCN)CC1	104.5
COC(=O)[C@]12CCC(C)(C)C[C@H]1[C@H]1/C(=N/OCCc3nn[nH]n3)C[C@@H]3[C@@]4(C)CC[C@H](OC(C)=O)C(C)(C)[C@@H]4CC[C@@]3(C)[C@]1(C)CC2	10.4
Cc1cc([N+](=O)[O-])c(Cl)cc1NS(=O)(=O)c1ccccc1	57.3
CCOC(=O)N1CCOCC1	94.6
O=C(O)c1ccc(NC(=O)c2ccc(Nc3ccnc(C(F)(F)F)c3)cc2)cc1	97.4
COC(=O)c1cc2oc(/C=C3/SC(=S)N(N)C3=O)cc2n1Cc1ccccc1	53.7
CCOC(=O)CNN	113.3
COc1cc(C(C)(C)C)cc(OC)c1C(O)(c1c(OC)cc(C(C)(C)C)cc1OC)c1c(OC)cc(C(C)(C)C)cc1OC	-63.7*
CCC(C)CC(N)O (stereo not drawn)	119.7

The final five entries of the section before open the next one.
SMILES	HL-60(TB)
O=C(O)c1ccc(NC(=O)c2ccc(Nc3ccnc(C(F)(F)F)c3)cc2)cc1	97.4
COC(=O)c1cc2oc(/C=C3/SC(=S)N(N)C3=O)cc2n1Cc1ccccc1	53.7
CCOC(=O)CNN	113.3
COc1cc(C(C)(C)C)cc(OC)c1C(O)(c1c(OC)cc(C(C)(C)C)cc1OC)c1c(OC)cc(C(C)(C)C)cc1OC	-63.7*
CCC(C)CC(N)O (stereo not drawn)	119.7
CCNC(=O)Oc1ccc(/C(=C(/CC)Cc2ccccc2)c2ccc(OCCN3CCOCC3)cc2)cc1	5.3*
O=[N+]([O-])c1ccc(N2CCOCC2)c2c1no[n+]2[O-]	-16.7*
COc1ccc(Nc2nc(C)c(/C(C)=N\NC(=S)NC3CCCCC3)s2)cc1	87.6
Cc1cccc(Nc2c(O)nc[nH]c2=O)c1	95.5
COc1ccc(C(=O)C2C(c3ccc(Br)cc3)CN(C)C23C(=O)c2ccccc2C3=O)cc1 (stereo not drawn)	98.5
Nc1nc(Nc2cccc(Cl)c2)c2c(n1)-c1ccoc1CC2	97.4

Assay outcomes deposited in PubChem BioAssay by NCI.
